Xi reactivation: activators of inactive X chromosome reactivation, primary screen, imaging, XiGFP fibroblasts, GFP high-content imaging, set 2; XiGFP mouse fibroblasts, % GFP-positive cells imaging, 3 d; cells co-treated with 5-aza-dC sensitizer; scaled so ellipticine positive control = 100%; activation, % at 7.58 µM; 0.055% of 360,000 active;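 active means mean normalized replicate activation at least 10% and every replicate at or above 10%; inconclusive means only one of the two criteria met; inactive means mean below 10% and not all replicates reach 10%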;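 further: 0% = median of on-plate neutral control wells and 100% = ellipticine 6 µM median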
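Assay system: SV40-immortalized XiGFP fibroblast cells, line 68-5-11; buffer or medium: DMEM plus 5-aza-dC sensitizer; compound: one concentration, pinned; timing: compounds 3 days, fix/stain 15 min at room temperature; benchmarks: positive control ellipticine, 6 µM final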
CASP6 VEID inh: human caspase-6 inhibitors, primary screen, biochemical, VEID-R110 fluorescence, single point, set 2 | P55212 | purified caspase-6, Z-VEID-R110 cleavage fluorescence | inhibition, % at 12.5 µM | 0.53% of 350,000 active | AID 686996, 2013;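 active means mean inhibition across replicates at least about 35%, with every replicate also reaching that limit, limit read from the data; inconclusive means only one of the two criteria met; inactive means neither criterion met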;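 further: 0% = median of neutral control wells and 100% = no fluorescence left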
DENV2 CPE rescue: inhibitors of DENV2 cytopathic effect, primary screen, cell-based, plate reader, single concentration; CPE inhibition, % at 9.99 µM; 1.7% of 350,000 active; AID 651640, 2012; DENV2-infected cells, cytopathic effect rescue; in the data active means CPE inhibition above about 20%, passing the limit was not always enough; inconclusive means no clear call, values can overlap the other calls; tested in BHK-21 cells;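 further: 0% = median of neutral control wells and 100% = median of positive control wells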
INS-1E GSIS act: GLuc luminescence reporter in INS-1E cells, primary screen for activators of glucose-dependent secretion of insulin; AID 743287, 2014; activation, % at 16.6 µM; 0.61% of 370,000 active; INS-1E GLuc reporter insulin secretion, 2-3 h;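 active means lowest replicate activation of at least 40%, so every replicate reaches that level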;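 further: 0% = median of neutral control wells and 100% = median of IBMX positive control wells; some compounds called inactive have numbers as strong as hits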
RAD54 inh: inhibitors of human RAD54 branch migration, primary screen, biochemical, fluorescence, single point. DNA repair and recombination protein RAD54-like (Homo sapiens), Q92698. RAD54 Holliday junction branch migration, FAM/BHQ fluorescence. inhibition, % at 10.4 µM. 0.14% of 360,000 active. AID 602329, 2012;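 active means mean normalized replicate activity at least 40 and at least half of replicates scoring 40 or more; inconclusive means only one of the two criteria met; inactive means mean below 40 and under half of replicates reaching 40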;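 further: 0% = median of neutral control wells and 100% = median of positive control wells; inhibitors cause a drop in the FAM fluorescence signal; in these data hits start at about 50%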
E-sel inducer: E-selectin induction in HUVECs, primary screen, imaging, HUVEC, immunofluorescence imaging, single point; P16581; normalized: neutral wells 0, TNF-alpha wells 100; activation, % at 7.58 µM; 0.37% of 260,000 active; AID 686992, 2013;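 active means mean E-selectin-positive cell signal at least 10% of the positive control, reached in at least 60% of replicates, without over 20% cell loss; inconclusive means no rule given, readout overlaps actives, possibly toxicity-flagged; inactive means the rest, including those meeting only one limit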;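 further: in these data hits start at about 27%; measured in HUVEC primary endothelial cells; signal is the percent of cells scored E-selectin positive by PE staining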
Target sequence (P16581 whole entry, looked up): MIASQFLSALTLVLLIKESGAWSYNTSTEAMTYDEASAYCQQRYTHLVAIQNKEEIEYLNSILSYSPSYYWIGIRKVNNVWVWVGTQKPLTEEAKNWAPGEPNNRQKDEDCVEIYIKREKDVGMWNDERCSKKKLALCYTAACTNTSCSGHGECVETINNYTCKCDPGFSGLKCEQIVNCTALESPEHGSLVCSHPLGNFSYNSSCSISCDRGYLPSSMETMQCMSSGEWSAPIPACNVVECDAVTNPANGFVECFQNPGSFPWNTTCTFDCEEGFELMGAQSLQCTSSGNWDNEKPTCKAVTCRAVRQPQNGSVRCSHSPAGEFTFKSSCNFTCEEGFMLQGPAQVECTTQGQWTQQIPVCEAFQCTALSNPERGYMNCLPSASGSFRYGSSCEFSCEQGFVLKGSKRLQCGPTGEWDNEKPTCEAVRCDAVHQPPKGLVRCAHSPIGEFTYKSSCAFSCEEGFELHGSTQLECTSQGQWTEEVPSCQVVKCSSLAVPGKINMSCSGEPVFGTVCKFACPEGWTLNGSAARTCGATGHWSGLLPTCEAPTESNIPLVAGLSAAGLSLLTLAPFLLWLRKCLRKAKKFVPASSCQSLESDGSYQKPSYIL
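material = human umbilical vein endothelial cells (HUVEC), E-selectin induction | quantity = 3,000 cells/well | medium = EGM-2 growth medium on 0.1% gelatin-coated wells | technique = immunofluorescence imaging | read-out basis = % PE-positive cells | control set = TNF-alpha positive control, DMSO neutral control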
RAD52 anneal inh: RAD52 DNA annealing inhibitors, primary screen, biochemical, FRET, single point, set 2. DNA repair protein RAD52 homolog (Homo sapiens), P43351. recombinant RAD52 DNA annealing, FRET fluorescence. inhibition, % at 18.7 µM. 0.46% of 360,000 active. AID 651710, 2012;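 active means every replicate showing at least 50% inhibition; inconclusive means mean inhibition at least 50% but not in every replicate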
Target sequence (P43351 whole entry, looked up): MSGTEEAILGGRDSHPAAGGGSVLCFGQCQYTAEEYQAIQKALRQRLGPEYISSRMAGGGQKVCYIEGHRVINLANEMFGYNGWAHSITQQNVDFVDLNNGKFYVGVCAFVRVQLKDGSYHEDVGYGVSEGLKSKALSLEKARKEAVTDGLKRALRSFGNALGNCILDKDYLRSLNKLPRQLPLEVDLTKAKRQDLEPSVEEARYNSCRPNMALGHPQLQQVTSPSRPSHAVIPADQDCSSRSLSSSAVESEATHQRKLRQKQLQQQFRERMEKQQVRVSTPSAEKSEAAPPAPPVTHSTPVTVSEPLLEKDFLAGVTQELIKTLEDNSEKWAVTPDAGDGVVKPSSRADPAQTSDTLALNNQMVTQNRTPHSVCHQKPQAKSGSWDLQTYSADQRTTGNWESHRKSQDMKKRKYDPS
CFTR F508del cor: F508del CFTR correction, initial screen, CFBE line, single point. CFBE cells, YFP halide quenching; stimulated with forskolin plus potentiator P3; % fluorescence drop versus neutral controls. activity (quench increase), % at 7.58 µM. 0.36% of 350,000 active. AID 720511, 2013;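 active means mean added fluorescence quench of at least 8% versus neutral control, with both replicates also reaching 8%; inconclusive means only one of the mean or replicate conditions met; inactive means mean below 8% and not both replicates reaching 8%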;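 further: cells transiently co-express mutant CFTR-F508del with the halide-sensitive YFP; corrector assay measuring rescue of mutant channel to the surface after 24 h compound exposure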
An asterisk follows results filed as active; ? = inconclusive; . = not tested or not shown. Rows are unselected. About 3.7% of those tested had a hit in this group.

Letters – A = Xi reactivation; B = CASP6 VEID inh; C = DENV2 CPE rescue; D = INS-1E GSIS act; E = RAD54 inh; F = E-sel inducer; G = RAD52 anneal inh; H = CFTR F508del cor
Cc1ccc(-n2c(COc3ccccc3)n[nH]c2=S)cc1
  A: 0.0; B: 1; C: -5; D: 13; E: 3; F: .; G: -1; H: 0.3
Cc1ccc(Cl)cc1NC(=O)Nc1c(C)n(C)n(-c2ccccc2)c1=O
  A: -0.1; B: 1; C: 0; D: 7; E: 6; F: 0.5; G: -6; H: 0.0
CC1Cc2ccccc2N1C(=O)Cn1cnc2ccccc21 (configuration not stated)
  A: -0.6; B: 3; C: .; D: 1; E: .; F: 0.7; G: -9; H: -0.1
C[C@@H]1CN([C@H](C)CO)C(=O)c2cc(NS(=O)(=O)c3ccc(Cl)cc3)ccc2O[C@@H]1CN(C)Cc1ccc(Cl)c(Cl)c1
  A: 4.2; B: .; C: -2; D: -9; E: 1; F: -0.1; G: -5; H: 7.5
O=C1NC(=O)/C(=C\c2ccc(OCc3cccc([N+](=O)[O-])c3)cc2)N1
  A: -0.2; B: -1; C: -6; D: -7; E: .; F: 0.1; G: 4; H: 1.2
CCCCC1=NN2CCS(=O)(=O)N=C2S1
  A: -0.1; B: -4; C: 3; D: -4; E: .; F: .; G: -11; H: 2.7
CC(C)(C)n1nnnc1C(c1cccs1)N(Cc1ccc(Cl)cc1)CC1CCCO1 (configuration not stated)
  A: .; B: -3; C: .; D: -10; E: 5; F: .; G: -4; H: .
CCCCNC(=O)N(O)C1N(/N=C/c2ccc(N(C)C)cc2)C(=S)SC1(C)C (configuration not stated)
  A: 0.1; B: -2; C: 7; D: -26; E: -10; F: 0.0; G: -44; H: -1.5
N#C[C@H]1[C@@H](c2ccc(-c3ccccc3F)cc2)[C@@H](CO)N1C(=O)Cc1ccccc1
  A: 0.0; B: 0; C: ?; D: -9; E: 2; F: -0.2; G: -9; H: 0.2
COc1ccc(N2CCN(S(=O)(=O)CCNC(=O)c3ccc(Br)o3)CC2)cc1
  A: 0.1; B: 1; C: -2; D: 32; E: 8; F: .; G: -8; H: -1.2
CCC(=O)Nc1ccc2c(c1)C(=O)N(C)[C@@H]1CC[C@@H](CC(=O)N[C@H](C)c3ccccc3)O[C@@H]1CO2
  A: 0.3; B: -2; C: 4; D: -2; E: -2; F: 0.0; G: -1; H: -0.5
CO[C@@H]1CN(C)C(=O)c2ccc(NS(=O)(=O)c3ccc(Oc4ccccc4)cc3)cc2OC[C@H](C)NC[C@H]1C
  A: 0.6; B: 2; C: -5; D: 4; E: 5; F: -0.1; G: 9; H: -0.7
COc1ccc(CNC(=O)C2Cc3c(-c4ccccc4)ccnc3O2)cc1OC (configuration not stated)
  A: 0.1; B: -1; C: 6; D: 8; E: -1; F: 0.0; G: -3; H: -0.9
C/C=C/c1ccc([C@H]2[C@H](CO)N3CCCCN(C(=O)Nc4ccc(OC)cc4)C[C@@H]23)cc1
  A: 0.1; B: -5; C: -7; D: -21; E: 1; F: -0.3; G: -12; H: 0.7
CCOC(=O)c1nn2c(C(F)(F)F)cc(-c3ccc(OC)cc3)nc2c1Br
  A: 0.0; B: -2; C: 1; D: 17; E: -14; F: .; G: -19; H: 4.6
CC=Cc1ccc2n(c1=O)C[C@@H]1[C@@H](CO)[C@H](C(=O)NC3Cc4ccccc4C3)[C@H]2N1C(C)=O (mixture of isomers)
  A: 0.1; B: 0; C: 31*; D: 13; E: 3; F: 0.3; G: 14; H: .
CO[C@H]1CN(C)C(=O)c2ccc(NC(=O)C3CCCCC3)cc2OC[C@H](C)N(C(=O)c2ccccc2)C[C@@H]1C
  A: 0.1; B: 0; C: 7; D: -2; E: -2; F: -0.1; G: 21; H: 0.2
Cc1ccc(CONC(=O)c2ccc(Cl)cc2)cc1
  A: 0.0; B: -1; C: -2; D: 6; E: -3; F: .; G: 1; H: 2.5
CCC(=O)N1CC[C@@H]2[C@@H](CO)N(C)c3ccc(-c4ccc(F)cc4)cc3[C@@H]21
  A: 0.0; B: 1; C: ?; D: -16; E: 14; F: -0.3; G: -2; H: -0.1
CO[C@H]1CN(C)C(=O)c2cc(NS(=O)(=O)c3cccc(Cl)c3)ccc2OC[C@@H](C)NC[C@H]1C
  A: -0.3; B: 1; C: -4; D: 11; E: 3; F: 0.3; G: -15; H: 0.1

Given with two lines to a compound: part of the list above
Order of values: Xi reactivation, CASP6 VEID inh, DENV2 CPE rescue, INS-1E GSIS act, RAD54 inh, E-sel inducer, RAD52 anneal inh, CFTR F508del cor
CCC(=O)Nc1ccc2c(c1)C(=O)N(C)[C@@H]1CC[C@@H](CC(=O)N[C@H](C)c3ccccc3)O[C@@H]1CO2
  0.3, -2, 4, -2, -2, 0.0, -1, -0.5
CO[C@@H]1CN(C)C(=O)c2ccc(NS(=O)(=O)c3ccc(Oc4ccccc4)cc3)cc2OC[C@H](C)NC[C@H]1C
  0.6, 2, -5, 4, 5, -0.1, 9, -0.7
COc1ccc(CNC(=O)C2Cc3c(-c4ccccc4)ccnc3O2)cc1OC (configuration not stated)
  0.1, -1, 6, 8, -1, 0.0, -3, -0.9
C/C=C/c1ccc([C@H]2[C@H](CO)N3CCCCN(C(=O)Nc4ccc(OC)cc4)C[C@@H]23)cc1
  0.1, -5, -7, -21, 1, -0.3, -12, 0.7
CCOC(=O)c1nn2c(C(F)(F)F)cc(-c3ccc(OC)cc3)nc2c1Br
  0.0, -2, 1, 17, -14, ., -19, 4.6
CC=Cc1ccc2n(c1=O)C[C@@H]1[C@@H](CO)[C@H](C(=O)NC3Cc4ccccc4C3)[C@H]2N1C(C)=O (mixture of isomers)
  0.1, 0, 31*, 13, 3, 0.3, 14, .
CO[C@H]1CN(C)C(=O)c2ccc(NC(=O)C3CCCCC3)cc2OC[C@H](C)N(C(=O)c2ccccc2)C[C@@H]1C
  0.1, 0, 7, -2, -2, -0.1, 21, 0.2

Next part.
Letters – A = Xi reactivation; B = CASP6 VEID inh; C = DENV2 CPE rescue; D = INS-1E GSIS act; E = RAD54 inh; F = E-sel inducer; G = RAD52 anneal inh; H = CFTR F508del cor
O=C1CC(N2CCN(c3ccccc3O)CC2)C(=O)N1Cc1ccccc1 (configuration not stated)
  A: 0.0; B: 3; C: 0; D: 11; E: -5; F: .; G: -19; H: 1.7
O=C(NNC(=S)Nc1ccccc1)NNC(=S)Nc1ccccc1
  A: 0.0; B: 3; C: -2; D: 7; E: .; F: .; G: -10; H: 0.4
OC(c1ccc(Cl)c(F)c1)c1ncc(-c2ccc(F)cc2)[nH]1 (configuration not stated)
  A: 0.1; B: 8; C: 1; D: -41; E: 6; F: 0.4; G: -128; H: -4.5
CCC(=O)NC[C@@H]1[C@H](c2ccccc2)[C@@H](CO)N1C(=O)C1CCC1
  A: 0.1; B: .; C: 0; D: 19; E: -2; F: -0.3; G: 10; H: -2.2
COC(=O)[C@]12C[C@H](CC(=O)NCc3ccc(OC)c(OC)c3)C(=O)N(Cc3ccc4c(c3)OCO4)C1=C[C@H](COCc1ccccc1)O[C@@H]2C
  A: -0.2; B: -2; C: -1; D: .; E: .; F: -0.3; G: -22; H: 2.3
Cc1ccccc1C(=O)N1CCC(C(=O)Nc2cc(C(F)(F)F)ccc2N2CCCC2)CC1
  A: 0.2; B: 6; C: ?; D: -56; E: .; F: -2.0; G: -2; H: 0.5
C[C@H](CO)N1C[C@H](C)[C@H](CN(C)Cc2ccc(C(F)(F)F)cc2)Oc2ccc(NC(=O)Cc3ccccc3)cc2CC1=O
  A: 1.4; B: -2; C: -3; D: -28; E: -8; F: 0.3; G: -8; H: 2.0
O=C(C[C@@H]1C[C@H]2c3cc(NC(=O)Nc4ccccc4F)ccc3O[C@H]2[C@@H](CO)O1)NCc1ccccn1
  A: 0.0; B: 2; C: 1; D: 3; E: -2; F: 0.0; G: 6; H: 0.7
CCCCCCCC(=O)N/N=C(/C)c1c(O)cc(C)oc1=O
  A: .; B: -2; C: -2; D: -3; E: 1; F: .; G: -7; H: -0.1
COC(=O)[C@@]12CCCCN1[C@H](c1ccc(-c3cc(C(C)=O)cs3)c(OC)c1)[C@H]1C(=O)N(C)C(=O)[C@H]12
  A: 0.0; B: 2; C: -5; D: -10; E: 0; F: 0.4; G: -18; H: 4.5
O=C(NNc1cccc(Cl)n1)c1c(F)cccc1F
  A: 0.0; B: 0; C: -4; D: -8; E: .; F: .; G: -9; H: -0.1
C=CCC1(CC=C)CCCN1C(=O)CC1C(=O)NCCN1Cc1ccccc1OC (configuration not stated)
  A: 0.0; B: -3; C: 3; D: -17; E: .; F: 0.1; G: -22; H: 0.4
COc1ccc(C(C)=O)cc1COC(=O)c1ccc(C)c(S(=O)(=O)N2CCOCC2)c1
  A: -0.1; B: -1; C: -7; D: .; E: -9; F: .; G: -24; H: -0.9
O=C(Nc1cccc(F)c1)N1C[C@H]2[C@@H](c3ccccc31)[C@H](CO)N2C(=O)c1cccnc1
  A: 0.0; B: 1; C: -15; D: -12; E: -3; F: 0.2; G: 9; H: -4.7
COCC#Cc1cnc2c(c1)C(=O)N([C@@H](C)CO)C[C@@H](C)[C@@H](CN(C)C(C)=O)O2
  A: -0.7; B: -1; C: 15; D: 13; E: 2; F: -2.5; G: 10; H: 1.4
COc1ccccc1N1CCN(C(=O)c2ccc3ncsc3c2)CC1
  A: 0.0; B: 0; C: 5; D: 10; E: .; F: 2.7; G: -13; H: 5.6
C[C@H](CO)N1C[C@H](C)[C@H](CN(C)C(=O)c2ccccn2)Oc2ncc(-c3ccccc3F)cc2C1=O
  A: -1.3; B: 0; C: 8; D: -3; E: -1; F: 0.6; G: 11; H: -3.8
COc1ccc(NC(=O)Nc2ccc3c(c2)C(=O)N([C@@H](C)CO)C[C@H](C)[C@H](CN(C)Cc2ccc4c(c2)OCO4)O3)cc1
  A: -0.4; B: -1; C: 7; D: 0; E: -1; F: -0.9; G: 5; H: 1.6
COc1ccccc1S(=O)(=O)N[C@H]1CC[C@H](CCNC(=O)C2CCCCC2)O[C@@H]1CO
  A: 0.0; B: 1; C: 5; D: 4; E: -2; F: 0.0; G: -3; H: 0.6
CCOc1ccc(CC(=O)Nc2cc(=O)n(C)c(=O)n2C)cc1
  A: 0.1; B: 2; C: 13; D: 4; E: -27; F: -0.2; G: -8; H: 3.2
COc1ccccc1CNC(=O)Cn1c(=O)oc2cc(Cl)ccc21
  A: -0.1; B: 1; C: 0; D: 1; E: .; F: -0.2; G: -18; H: -5.0
COc1cc(OC)cc(-c2c(Sc3ccccc3)c3cc(-c4ccc(OC)c(F)c4)ccc3n2C)c1
  A: -0.1; B: -2; C: -2; D: 9; E: .; F: 0.0; G: -7; H: 0.4
O=C1c2ccccc2C(=O)N1Cc1nc(-c2ccncc2)no1
  A: .; B: -1; C: 0; D: 39; E: -1; F: .; G: -1; H: -0.4

Source: PubChem
